# H37Rv inhibition: M. tuberculosis growth inhibition, HTS (AID 449762) | M. tuberculosis H37Rv growth inhibition, 7H9 media; higher % means a stronger effect | inhibition, % at 25 µM; hits with a dose series show IC50 in µM | 330,000 tested, 0.59% active; in the data active = a potency from the dose series; inconclusive = inhibition above about 70% without an active follow-up result;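 note: bacterial growth assessed after seven days of incubation; strong numbers were not always called active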
# influenza NS1A: NS1A inhibition, H1N1 influenza, cell based functional assay (AID 504329). NS1A functional cell-based assay, percent inhibition; higher % means a stronger effect. one-dose inhibition, % at 12.5 µM; IC50 in µM for titrated hits. 340,000 tested, 0.3% active; in the data active = a potency from the dose series; inconclusive = inhibition above about 27% without an active follow-up result; note: strong numbers were not always called active
# Salmonella PhoP GFP: PhoP regulon inhibitors, Salmonella typhi PhoP promoter GFP reporter, confirmatory (AID 1850) | inhibition, % at 50 µM; hits with a dose series show IC50 in µM | 310,000 tested, 0.33% active | Salmonella Typhi PhoP-promoter GFP reporter, fluorescence, 4 h; higher % means a stronger effect; in the data active = a potency from the dose series; inconclusive = inhibition mostly from about 25% at the one dose, without a potency; inactive = the rest, 99 in 100 with inhibition below about 19%;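 note: 0% = induced wells with vehicle and 100% = uninduced wells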
# M. tuberculosis: growth inhibition of non-replicating M. tuberculosis (AID 488890); Mycobacterium tuberculosis non-replicating, growth inhibition; higher % means a stronger effect; inhibition, % at 25 µM; hits with a dose series show IC50 in µM; 320,000 tested, 0.39% active; in the data active = a potency from the dose series; inconclusive = inhibition mostly from about 82% at the one dose, without a potency; inactive = the rest, 99 in 100 with inhibition below about 76%;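 note: plate controls were DMSO cells for no effect and high antibiotic wells for full effect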
# inhibitors of VEEV: inhibitors of VEEV TC-83 cytopathic effect, confirmation, Vero cells (AID 588727); Vero cells, VEEV TC-83 cytopathic effect inhibition; higher % means a stronger effect; 350,000 tested, 0.13% active; inhibition, % at 20 µM; hits with a dose series show IC50 in µM; in the data active = a potency from the dose series; inconclusive = inhibition mostly from about 14% at the one dose, without a potency; inactive = the rest, 99 in 100 with inhibition below about 12%; note: strong numbers were not always called active
# The depositor's hits bear a star; i = inactive; ? = inconclusive; . = no result given.
SMILES,H37Rv inhibition,influenza NS1A,Salmonella PhoP GFP,M. tuberculosis,inhibitors of VEEV
COc1ccc(NS(=O)(=O)c2cc(NC(=O)c3ccc(=O)[nH]c3)ccc2N2CCCC2)cc1,-6%,3%,-5%,16%,9.5%
COc1cccc(C(=O)NC2CCCc3c2cnn3-c2cc(C)cc(C)c2)c1 (stereo not drawn),-13%,21%,0%,39%,3.5%
O=c1cccc2n1CC1CC2CN(c2ncnc3c2cnn3-c2ccc(Cl)cc2)C1 (stereo not drawn),-4%,1%,0%,12%,1.0%
Cc1ccc(NC(=O)CS(=O)CC(=O)N(CC(=O)NC2CCCC2)c2cc(C)ccc2C)cc1 (stereo not drawn),5%,-1%,-11%,43%,0.7%
O=C(Nc1ccccc1)C1CC2CCC1C2 (stereo not drawn),-1%,-6%,-1%,45%,0.5%
O=C(c1ccncc1)N1CCN(S(=O)(=O)c2cc(C(F)(F)F)cc(C(F)(F)F)c2)CC1,-5%,-1%,10%,-2%,i
CCOc1ccccc1NC(=O)NCc1ccc(F)cc1,-3%,19%,-6%,7%,0.8%
O=C(Cc1cccs1)NCc1ccccc1,-1%,26%,3%,6%,1.8%
CCC(=O)Nc1ccc2nc(C)n(CC(=O)Nc3ccccc3)c(=O)c2c1,3%,0%,1%,12%,0.9%
CC(C)NC(=O)c1cnc(Sc2ncc(C(F)(F)F)cc2Cl)n1C,-1%,3%,2%,3%,1.4%
CC(=O)c1cccc(NC(=O)COc2cc3oc(=O)c(CC(C)O)c(C)c3cc2Cl)c1 (stereo not drawn),4%,-9%,-1%,40%,6.8%
COc1ccc(NC(=O)CSCC(=O)N2c3ccccc3CCc3ccccc32)cc1,6%,-15%,-4%,37%,0.5%
Cc1nc2ncnn2c(C)c1Cc1cccc(F)c1,-4%,-1%,-7%,-21%,2.2%
COC(=O)CNC(=O)COC(=O)c1cc(F)c(F)cc1Cl,31%,0%,8%,.,1.3%
COc1ncc(-c2ccc3c(c2)S(=O)(=O)c2cccc(C(=O)O)c2C3=O)cn1,-6%,-1%,.,-12%,2.5%
CN1CCN(C(=O)c2cccc(-c3cc(O)c4ncccc4c3)c2)CC1,8%,11µM*,.,.,9.4%
CCOC(=O)/C(C#N)=C/c1c(N2CCN(Cc3ccc4c(c3)OCO4)CC2)nc2c(C)cccn2c1=O,-8%,.,-1%,14%,4.7%
CCN(CC)c1ccc(NC(=O)CSc2nc3ccccc3c(=O)[nH]2)cc1,-4%,13%,1%,-14%,0.3%
N#CC1=C(SCC(=O)Nc2nccs2)NC(=O)CC1c1ccccc1 (stereo not drawn),-10%,-1%,-3%,-6%,0.6%
CCN(CC(=O)NCc1ccc(Cl)cc1)C(=O)c1oc2ccccc2c1C,-1%,-2%,5%,14%,3.6%
O=C1SC(SCc2ccccc2)=N/C1=C\c1ccco1,-3%,12%,4%,?,0.7%
CCOC(=O)CCN(c1ccccc1)S(=O)(=O)c1ccc(-c2ccc(=O)[nH]n2)s1,-4%,-8%,4%,0%,i
COc1cc2c(C)nc(C)c(C#N)c2cc1OC,-3%,2%,-12%,-5%,0.2%
Cc1cccc(C(O)(C(=O)NNC(=O)CN2CCN(C)CC2)c2cccc(C)c2)c1,-2%,0%,-10%,-15%,0.7%
Cn1c(N)c(C(=O)CSc2nc3ccccc3c(=O)n2CCCN2CCOCC2)c(=O)n(C)c1=O,4%,-2%,13%,-9%,2.1%
COc1ccc(Cl)cc1S(=O)(=O)N1CCCC(C(=O)NCc2ccccn2)C1 (stereo not drawn),-11%,-5%,-1%,11%,0.8%
Cc1nc(-c2cccc(C(F)(F)F)c2)sc1C(=O)O,3%,-8%,-10%,28%,0.7%
CC(Sc1nnnn1-c1ccccc1)C(=O)Nc1ccc(N2CCN(C)CC2)cc1 (stereo not drawn),6%,3%,-6%,16%,0.2%
CN(c1ccccc1)S(=O)(=O)c1ccc(C(=O)OCC(=O)NCc2ccco2)cc1,-3%,-1%,5%,.,1.5%
Cc1ccc2nc(C3CCN(CC(=O)N4CCCCCC4)CC3)[nH]c2c1,-5%,3%,-3%,3%,0.7%
Cc1ccccc1-n1nc(C(=O)O)c(C)c(C#N)c1=O,-20%,-4%,-1%,-24%,2.0%
CCOc1cc(N2CCOCC2)c(OCC)cc1NC(=O)C(NC(=O)c1ccco1)C(C)C (stereo not drawn),4%,-3%,5%,17%,0.1%
OC1(c2ccccc2F)CCN(Cc2nnc(-c3ccccc3)o2)CC1,-10%,20%,-9%,.,i
NC1=NC(=O)C2(COC(c3ccncc3)OC2)S1 (stereo not drawn),-8%,1%,-1%,-15%,1.0%
CCOc1cc(/C=C2/C(=N)N3C(=NC2=O)SN=C3S(=O)(=O)CC)ccc1OC(=O)c1ccco1,3%,4%,12%,?,0.7%
Cc1cccc(Cn2c(-c3ccc[nH]c3=O)nc3ccccc32)c1,-3%,-6%,-5%,10%,i
Cc1cccc(C(=O)Nc2nccs2)c1[N+](=O)[O-],-4%,-1%,6%,14%,3.8%
Cc1ccc2c(Cl)c(C)c(N3CCCC3)nc2n1,0%,-2%,-12%,21%,1.8%
Clc1cccc(C2NCc3ccccc3-n3cccc32)c1 (stereo not drawn),11%,8%,1%,-1%,i
CCCn1nc(C(=O)OCC(=O)c2ccc3c(c2)NC(=O)CO3)c2ccccc2c1=O,-1%,4%,-9%,-11%,8.0%
NCC(c1ccc(Cl)cc1Cl)c1c[nH]c2ccccc12 (stereo not drawn),35%,8%,-5%,69%,i
COC(=O)CNc1cccc(C(F)(F)F)c1,-8%,-4%,8%,17%,i
Cc1cc(C)cc(-n2nnnc2SCC(=O)Nc2nc(-c3ccc(F)cc3)cs2)c1,-1%,-10%,-8%,24%,i
COc1ccc(CCN(C)C2CCCN(S(=O)(=O)c3ccccc3F)C2)cc1OC (stereo not drawn),-6%,-3%,2%,3%,i
Cn1ncc(Br)c1NC(=O)Nc1ccc(OC(F)(F)F)cc1,4%,0%,18%,41%,0.3%
CN(C)S(=O)(=O)c1cccc(NC(=O)COc2ccccc2C(=O)NCc2ccccc2)c1,.,-11%,.,.,6.7%
Nc1scc(-c2ccncc2)c1Cl,-2%,4%,-1%,i,0.7%
COc1ccc(-n2cnc3cc(NS(=O)(=O)c4ccccc4)ccc32)cc1,-11%,-10%,-10%,9%,0.8%
CC1CCN(S(=O)(=O)N2CCC(C(=O)NC3CCCC3)CC2)CC1,-1%,-2%,-5%,-2%,3.1%
Cc1ccccc1CN(C)CCc1ccccn1,-2%,1%,3%,-1%,3.1%

# More records follow:
SMILES,H37Rv inhibition,influenza NS1A,Salmonella PhoP GFP,M. tuberculosis,inhibitors of VEEV
Cc1ccc(S(=O)(=O)NC(=O)Nc2ccc(OC(F)F)cc2)cc1,-5%,.,5%,31%,3.0%
Cc1cccc(NC(=O)c2ccc(S(=O)(=O)N3CC(C)OC(C)C3)cc2)n1 (stereo not drawn),1%,-6%,5%,-9%,2.2%
Brc1c(CSc2nc3ccccc3o2)nc2ncccn12,19%,6%,-8%,11%,i
CCCCOc1ccc(C(=O)N2CCCC2)cc1,.,19%,-5%,.,i
O=C(NC(=S)NC1CCCC1)c1ccccc1Br,-12%,-2%,-4%,18%,0.5%
C=CCn1c(COc2ccc(F)cc2)nnc1SCC(=O)NC1CCCC1,-4%,-11%,3%,11%,1.2%
O=C(CN1CCOCC1)Nc1ccccc1Cl,-1%,-1%,-7%,6%,i
CCOc1ccc(S(=O)(=O)N2CCN(S(=O)(=O)c3ccc(C)c(C)c3)CC2)cc1,.,-13%,.,.,i
CCCCOC(=O)c1ccc(NC(=O)/C=C/c2cccs2)cc1,?,-3%,-5%,?,1.3%
CC(=O)C1=C(O)C(=O)N(c2ccc(S(N)(=O)=O)cc2)C1c1ccccc1F (stereo not drawn),2%,0%,-5%,15%,0.4%

# Quoted from the listing:
# In M. tuberculosis, `Brc1c(CSc2nc3ccccc3o2)nc2ncccn12` has 11%
# In influenza NS1A, `O=C(CN1CCOCC1)Nc1ccccc1Cl` has -1%

# Next part:
SMILES,H37Rv inhibition,influenza NS1A,Salmonella PhoP GFP,M. tuberculosis,inhibitors of VEEV
CC1(C)Cc2cccc(OCC(=O)N3CCN(c4ccc(F)cc4)CC3)c2O1,3%,-3%,3%,11%,5.3%
Cc1oc(-c2ccccc2)nc1CS(=O)CC(=O)NC1CCCCCC1 (stereo not drawn),-2%,11%,-13%,12%,1.5%
Cc1cccc(NS(=O)(=O)c2cccc(C(=O)NCC(c3ccco3)N3CCCCC3)c2)c1 (stereo not drawn),22%,11%,12%,8%,i
COc1cccc(CNC(=O)Cc2ccc(S(=O)(=O)N3CCOCC3)s2)c1,1%,10%,-6%,19%,0.2%
CN(C)CC(CCCCC(CN(C)C)C(=O)c1ccccc1)C(=O)c1ccccc1 (stereo not drawn),-6%,-8%,6%,?,0.5%
Cc1c(C(=O)Nc2ccncc2)oc2c1C(=O)CC(C)(C)C2,-8%,-6%,-3%,-9%,1.6%
Cc1ccccc1C(=O)NC(CC(C)C)C(=O)OCc1cc(=O)n2cc(Br)ccc2n1 (stereo not drawn),-12%,6%,-6%,8%,1.2%
Cc1ccc(S(=O)(=O)NC2=NCN(Cc3cccnc3)CN2)cc1,2%,-12%,-9%,0%,1.5%

# Gathered by group, the entries above with a Cl atom (11)
SMILES,H37Rv inhibition,influenza NS1A,Salmonella PhoP GFP,M. tuberculosis,inhibitors of VEEV
O=c1cccc2n1CC1CC2CN(c2ncnc3c2cnn3-c2ccc(Cl)cc2)C1 (stereo not drawn),-4%,1%,0%,12%,1.0%
CC(C)NC(=O)c1cnc(Sc2ncc(C(F)(F)F)cc2Cl)n1C,-1%,3%,2%,3%,1.4%
CC(=O)c1cccc(NC(=O)COc2cc3oc(=O)c(CC(C)O)c(C)c3cc2Cl)c1 (stereo not drawn),4%,-9%,-1%,40%,6.8%
COC(=O)CNC(=O)COC(=O)c1cc(F)c(F)cc1Cl,31%,0%,8%,.,1.3%
CCN(CC(=O)NCc1ccc(Cl)cc1)C(=O)c1oc2ccccc2c1C,-1%,-2%,5%,14%,3.6%
COc1ccc(Cl)cc1S(=O)(=O)N1CCCC(C(=O)NCc2ccccn2)C1 (stereo not drawn),-11%,-5%,-1%,11%,0.8%
Cc1ccc2c(Cl)c(C)c(N3CCCC3)nc2n1,0%,-2%,-12%,21%,1.8%
Clc1cccc(C2NCc3ccccc3-n3cccc32)c1 (stereo not drawn),11%,8%,1%,-1%,i
NCC(c1ccc(Cl)cc1Cl)c1c[nH]c2ccccc12 (stereo not drawn),35%,8%,-5%,69%,i
Nc1scc(-c2ccncc2)c1Cl,-2%,4%,-1%,i,0.7%
O=C(CN1CCOCC1)Nc1ccccc1Cl,-1%,-1%,-7%,6%,i
